IL1B secr inh: inhibitors of inflammasome signaling (IL-1 beta secretion). activity change, % at 57.5 µM. THP-1 LPS/ATP IL-1B secretion, AlphaLISA, 16 h; hits give low values. 360,000 compounds, 4.7% hits; in the data active = activity change below about -50%; inconclusive = mostly about -30% to -49%; also: % is scaled to controls: 0 for no effect and ±100 for the full control effect
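Secreted IL-1B measured by AlphaLISA bead assay after 16 h compound exposure of THP-1 cells; compounds (final up to 57.5 uM) added 1 h before LPS (250 ng/mL) and ATP (1.25 mM) stimulation; lower signal means less secretion.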
MCF10A rereplic: induces DNA re-replication in MCF 10a normal breast cells | 350,000 compounds, 2.9% hits | Potency, µM (highest dose often 46.1 µM), for the others: at the top dose activity, positive = re-replication, hits mostly activators | MCF 10A DNA re-replication, Hoechst nuclear intensity, 48 h | AID 624296; also: potency is read from the fitted curve at half-maximal effect; % of control where 0% means no effect; nearly all actives have a fitted effect of over 50% in size
HT1080 IDH1KD tx: HT-1080 IDH1 knockdown cell toxicity (counter line); HT-1080 IDH1 knockdown viability, ATP luminescence, 48 h; Potency, µM (highest dose often 46.1 µM), inactives show top-dose activity, negative = toxicity, most hits filed as cytotoxic; 360,000 compounds, 2% hits;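 also: potency is read from the fitted curve at half-maximal effect; 0% = DMSO wells and -100% = cell-free medium wells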
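IDH1KD HT-1080 cells, 750/well, RPMI + 5% FBS; compound pinned after 2 h settling; 48 h, 37 °C; CellTiter-Glo luminescence; % activity normalised to DMSO and no-cell wells; curves fitted, classed by r2 and efficacy.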
HEK293 tox: cytotoxic in the GLP-1 receptor inverse agonist counter-screen; HEK293 cAMP-luciferase reporter cells, luminescence, 24 h; Potency, µM (top dose mostly 38.3 µM), for inactives: at the top dose activity change, negative = inhibition, actives largely listed as inhibitors; 410,000 compounds, 0.13% hits; AID 624418;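 also: loss of luciferase light is scored as toxicity; potency is read from the fitted curve at half-maximal effect; % is scaled to controls: 0 for no effect and ±100 for the full control effect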
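Quantitative HTS format, 1536 wells, 200 cells/uL seeded. Compounds: 23 nL, 24 h, 37 °C. Detection: luciferase reagent, luminescence at 12 min RT; decreased signal taken as cytotoxic.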
HT1080NT lethal: kills 2HG-producing HT-1080-NT fibrosarcoma cells; HT-1080-NT fibrosarcoma viability, CellTiter-Glo ATP luminescence, 48 h; Potency, µM (series often up to 46.1 µM), inactives show top-dose activity, negative = less viability, actives largely listed as cytotoxic; 360,000 compounds, 1.6% hits;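 also: NT is the 2HG producing partner of a matched IDH1 knockdown line; potency is read from the fitted curve at half-maximal effect; 0% = DMSO-treated cells and -100% = media-only wells without cells; nearly all actives have a fitted effect of over 55% in size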
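750 cells/well, RPMI + 5% FBS; 2 h settle, compound pin-transfer, 48 h at 37 degrees C. CellTiter-Glo 10 min RT, luminescence. Normalized to DMSO and media-only wells.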
DRD3 agonist: D3 dopamine receptor (human) agonism. max activation, %. D3R DiscoveRx beta-arrestin cells, luminescence, 90 min. P35462. 410,000 compounds, 0.58% hits. AID 652048; in the data active = max activation above about 30%; also: 0% is about no effect; mostly tested at two doses, the higher about 12 µM
Target sequence (P35462 whole entry, looked up): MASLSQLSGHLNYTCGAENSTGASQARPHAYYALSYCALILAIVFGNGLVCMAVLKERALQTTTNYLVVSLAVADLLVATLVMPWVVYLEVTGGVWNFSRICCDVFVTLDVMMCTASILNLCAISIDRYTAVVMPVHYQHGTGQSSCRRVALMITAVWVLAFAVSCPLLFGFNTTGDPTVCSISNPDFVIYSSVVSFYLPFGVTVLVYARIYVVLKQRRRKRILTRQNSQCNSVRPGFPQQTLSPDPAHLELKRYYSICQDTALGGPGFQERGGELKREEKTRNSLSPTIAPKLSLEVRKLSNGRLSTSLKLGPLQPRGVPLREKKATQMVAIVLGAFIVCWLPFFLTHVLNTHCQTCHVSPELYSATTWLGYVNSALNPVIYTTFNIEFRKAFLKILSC
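Agonist mode: compounds and dopamine controls were applied to plated cells for 90 min at 37 degrees C after an overnight attachment at 1500 cells/well. Luminescent read-out followed 30 - 60 minutes at room temperature with DiscoveRx detection reagent.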
KB-V1 cytotox: kills drug-selected multidrug resistant KB-V1 cells. Potency, µM (top dose mostly 46.1 µM), for the others: top-dose activity change, negative = cytotoxicity, usual class: cytotoxic. KB-V1 MDR cells viability, CellTiter-Glo, 72 h. 400,000 compounds, 3.4% hits; also: potency is read from the fitted curve at half-maximal effect; % is scaled to controls: 0 for no effect and ±100 for the full control effect; nearly all actives have a fitted effect of over 60% in size
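qHTS viability screen in drug-selected KB-V1 MDR cells: 72 h compound treatment at 37 degrees C, ATP luminescence end point.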
SW480 rerep: inducers of DNA re-replication in SW480 colon cancer cells. SW480 DNA re-replication, Hoechst DNA content imaging, 48 h. Potency, µM (titrated, usually from 46.1 µM), without a hit: top-dose re-replication activation, actives largely listed as activators. 340,000 compounds, 1.8% hits. AID 624297; also: potency is read from the fitted curve at half-maximal effect; % of control where 0% means no effect; nearly all actives have a fitted effect of over 55% in size
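Per well, 250 cells were exposed to pinned compound for 48 hr. Nuclear DNA was visualised with Hoechst (40 min, 37 C) and total object intensity recorded by fluorescence scanning.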
KB-3-1 cytotox: kills parental KB-3-1 adenocarcinoma cells; KB-3-1 viability, CellTiter-Glo ATP luminescence, 72 h; Potency, µM (series often up to 46.1 µM), without a hit: top-dose activity change, negative = cytotoxic, hits mostly cytotoxic; 400,000 compounds, 1.4% hits; AID 1347075; also: potency is read from the fitted curve at half-maximal effect; % is scaled to controls: 0 for no effect and ±100 for the full control effect; nearly all actives have a fitted effect of over 60% in size
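Parental KB-3-1 viability, qHTS format: 72 h compound exposure, 37 °C; CellTiter-Glo; media-only wells and DMSO plates as controls; concentration-effect fits on corrected data.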
Starred values were filed as active, the others as inactive; ? = inconclusive; . = no result given; [ ] = dose if it differs, or a comment. Unless noted, calls follow the shape of the dose curve; as a rule, active = well fitted curve in the direction sought with a large enough effect; inconclusive = small, poorly fitted or top-dose-only effect, or another doubt; inactive = no such curve, though single readings can be large; an effect the other way counts as inactive or inconclusive.

SMILES	IL1B secr inh	MCF10A rereplic	HT1080 IDH1KD tx	HEK293 tox	HT1080NT lethal	DRD3 agonist	KB-V1 cytotox	SW480 rerep	KB-3-1 cytotox
COc1ccc(CNC(=S)Nc2ccc(S(N)(=O)=O)cc2)cc1	11	4%	-19%	-7%	-6%	2	-16%	10%	7%
Cc1ccc(NC(=O)C(C)SCC(=O)Nc2ccc(F)cc2)cc1S(=O)(=O)N1CCOCC1 (stereo not given)	-2	-3%	2%	-7%	-4%	-7	17%	?	-2%
CC(C)C(c1nnnn1C1CCCC1)N1CCc2ccccc21 (stereo not given)	7	1%	-4%	2%	-5%	-1	-7%	-2%	0%
Cc1cccc(-c2nc3c4ccccc4n(CC(=O)Nc4cc(F)ccc4F)c(=O)n3n2)c1	.	.	.	2%	.	-3	1%	.	12%
COc1cc(/C=c2/sc3nc(-c4ccccc4)c(-c4ccccc4)n3c2=O)cc(OC)c1OC	3	?	0%	-14%	1%	2	0%	-3%	0%
CCOC(=O)c1cc(-c2csc(Nc3ccccc3Cl)n2)on1	13	0%	-1%	-1%	-2%	13	0%	0%[9.22 µM]	0%
CS(=O)(=O)N(CC(N)=O)Cc1ccc(Cl)cc1	14	-19%	-3%[9.24 µM]	11%	9%	7	28%	3%	14%
Cc1noc(C)c1S(=O)(=O)Nc1ccc2c(c1)C(=O)N([C@H](C)CO)C[C@H](C)[C@@H](CN(C)C(=O)Nc1ccccc1)O2	4	0%	15%	-2%	11%	-17	7%	-10%	6%
CCOc1ccccc1N(C(=O)c1ccco1)C(C(=O)NC1CCCC1)c1cccnc1 (stereo not given)	10	-2%	3%	-14%	12%	0	5%	-2%[9.22 µM]	24%
CCSc1nc(N2CCOCC2)c2ccccc2n1	26	-5%	-4%	-3%	-15%	-5	0%	-6%	5%
COC(=O)C1=C(C(=O)OC)SC(=C2C(=S)C(C)(C)N(C(=O)CC(C)C)c3ccccc32)S1	?	3%	-2%	-10%	-5%	-17	?	-9%	-24%
CC(C)(C)c1cc(CN(CCO)CCO)c(O)c(C(C)(C)C)c1	-16	?	-21%	-1%	-20%	-12	-7%	-8%	-10%
CN(C(=O)CC(NC(=O)c1ccccc1)(c1ccccc1)c1ccccc1)c1ccccc1	-3	8%	-23%	-15%	-23%	-11	10µM*	3%	?
Cc1ccc(NC(=O)c2cccc(S(=O)(=O)N3CCN(c4ccc(F)cc4)CC3)c2)nc1	1	11%	?	11%	?	4	?	?	16µM*
COc1ccccc1Cc1c(-c2ccc(OC)c(OC)c2)nc2ccc(Br)cn12	-8	.	18µM*	-8%	?	-4	-2%	.	?
O=C(Cn1nc(C(F)F)cc1C(F)F)NNC(=S)Nc1ccc(Cl)cc1	13	2%	0%	-8%	4%	-1	17%	-2%	13%
Cc1cc(OCC(O)CN2CCN(c3cccc(Cl)c3)CC2)ccc1Cl (stereo not given)	.	.	.	-1%	.	-6	6%	.	-6%
COc1ccc(-c2noc(CCC(=O)NCCc3cccc(C)c3)n2)cc1	2	14%	0%	-7%	1%	9	5%	-1%	2%
O=c1cc(O)c2ccccc2n1Cc1ccccc1F	47	-1%	?	-1%	1%	3	-13%	4%	-5%
O=C(NCC1CCCO1)c1nn2c(c1Cl)NC(c1ccc(F)cc1)CC2C(F)(F)F (stereo not given)	-17	11%	-5%	-1%	-8%	1	?	-7%	1%
CC(C)Cc1nnc(NC(=O)CCC(=O)N2CCN(Cc3ccc(Cl)cc3)CC2)s1	-22	3%	-10%	2%	2%	-2	-16%	-26%	-37%
CCOc1c(N2CCCCC2)c(=O)c1=O	0	-2%	14%	-2%	9%	4	0%	-6%	1%
CCOC(=O)C1CCN(C(=O)c2sc3nc(-c4ccccc4)cn3c2C)CC1	10	1%	-3%	-10%	2%	-4	-19%	-7%	4%
Cc1nc2ccccn2c1C(=O)Nc1ccc2c(c1)OCCO2	-14	1%	11%	-14%	22%	3	-15%	2%	?
COc1ccccc1OCCC(=O)Nc1nc(C)cs1	-23	2%	7%	5%	?	7	?	0%	0%
CCOC(=O)N1CCC(NC(=O)c2cccn3c(=O)c4cc(Br)ccc4nc23)CC1	-6	20%	9%	9%	4%	9	?	12%	17%
CCOC(=O)C(C)Oc1c(Br)cc(C2NC(=O)NC(C)=C2C(C)=O)cc1OCC (stereo not given)	21	-1%	0%	-14%	-7%	7	7%	-11%	1%
COc1ccc(C(=O)N2CCN(c3ccc(C)cc3C)CC2)cc1OC	-17	-2%	-5%	3%	-3%	0	-23%	3%	0%
CCCCn1c(N)c(N(CCOC)C(=O)c2ccc(-c3ccc(Cl)cc3)o2)c(=O)[nH]c1=O	?	28%	-6%	-16%	-6%	-10	0%	3%	-8%
Cc1ccc(S(=O)(=O)Nc2ccccc2-c2nc3ccccc3[nH]c2=O)cc1	23	-9%	-1%	-21%	-2%	-9	-6%	-3%	-11%
COc1ccc(CN(C)C[C@H]2OCCCC[C@H](C)Oc3ccc(NC(=O)CCC(F)(F)F)cc3C(=O)N([C@@H](C)CO)C[C@@H]2C)cc1	-23	.	-8%	1%	-6%	6	?	.	0%
O=C(Nc1nnc([C@@H]2C[C@H](O)[C@@H](CO)O2)s1)c1ccc(Oc2ccccc2)cc1	8	.	-3%	6%	-2%	1	0%	.	0%
Cc1ccc(CNC(=O)CCSCCC(=O)NCc2ccc(C)cc2)cc1	-10	12%	6%	14%	0%	1	-6%	-2%	7%
CN(C(=S)NC1CCCCC1)C1(c2ccccc2Cl)CCCCC1=O (stereo not given)	-15	-9%	?	-8%	?	-5	-4%	16%	-1%
O=C(CN1C(=O)NC2(CCCC2)C1=O)NCC1CCCO1 (stereo not given)	1	-4%	-3%	4%	3%	6	21%	-8%	17%
Cc1nc2ccc(NC(=O)c3ccc([N+](=O)[O-])cc3)cc2s1	2	0%	-10%	-13%	-19%	2	?	.	0%
Cc1ccc(-c2nc3c4ccccc4n(CC(=O)N4CCN(c5ccc(F)cc5)CC4)c(=O)n3n2)cc1	.	.	.	2%	.	-4	?	.	5%
CCOC(=O)c1nnn(-c2nonc2N)c1-c1ccccc1Cl	6	1%	4%	5%	11%	2	2%	2%	-2%
O=S(=O)(c1ccccc1)N(C1=NCCS1)S(=O)(=O)c1ccccc1	-7	13%	8%	2%	2%	-7	21µM*	0%	-3%
COc1cccc(S(=O)(=O)N(C)C[C@@H]2Oc3cc(C#CCN(C)C)ccc3S(=O)(=O)N([C@H](C)CO)C[C@@H]2C)c1	-25	.	-7%	-14%	-1%	-4	-18%	.	-17%
O=C(Nc1ccccc1C(=O)NCc1cccnc1)c1cccc([N+](=O)[O-])c1	0	?	11%	0%	-15%	-5	-25%	-9%	11%
C/C=C\C=C/C(=O)Nc1cccc(C2=NOC3(C2)C[C@@H](C(N)=O)N(C(=O)/C=C/CC)C3)c1 (stereo not given in full)	11	1%	11%	2%	5%	7	-16%	-59%[inhibitor]	0%
Cc1ccc(C(=O)N2NC(c3ccccc3F)C3C(=O)N(c4cccc(C)c4)C(=O)C32)cc1 (stereo not given)	-8	10%	-3%	1%	2%	-5	-18%	?	3%
COc1ccc(OC)c(NC(=O)CC2SC(=Nc3ccccc3)N(CCc3ccccn3)C2=O)c1 (stereo not given)	?	0%	-19%	-1%	-17%	-6	-9%	1%	-27%
Cc1cc(N2CCCCC2)nc(N)n1	9	-1%	17%	4%	14%	-9	-3%	-5%	-9%
COC(=O)NNC(=O)CCCOc1ccc(Cl)cc1Cl	-10	-11%	1%	0%	-2%	4	-11%	-8%	3%
CS(=O)(=O)c1ccc2nc(NC(=O)CCNC(=O)c3ccc(Cl)cc3)sc2c1	32	3%	4%	0%	3%	0	?	-2%	5%
COc1ccc(/C=C/c2noc(-c3ccccc3OC(C)=O)n2)cc1	-13	7%	11%	-11%	7%	12	18%	-4%	0%
CC(C)[C@@H]1N[C@]2(C(=O)Nc3ccccc32)[C@@H]2C(=O)N(c3cccc(C(F)(F)F)c3)C(=O)[C@@H]21	6	?	2%	-8%	-3%	0	-4%	-2%	5%
N#Cc1ccsc1NC(=O)CN1CCN(c2ccccn2)CC1	6	24%	1%	10%	-3%	6	0%	2%	-7%
Cc1ccc(NC(=O)CSCC(=O)Nc2ccccc2C(=O)NC2CC2)cc1	1	3%	5%	3%	10%	-15	?	-4%	23%
Cc1ccc(NC(=O)c2c(C)oc3ncnc(N4CCCCC4)c23)cc1Cl	.	.	.	-9%	.	-12	-10%	.	-1%
O=C(CSc1nc2[nH]ncc2c(=O)n1-c1ccc(Cl)c(Cl)c1)NCc1ccccc1Cl	-21	?	?	0%	?	7	-20%	3%	-2%
O=C(NCCCn1ccnc1)c1cc(C(=O)C2CC2)c[nH]1	4	6%	1%	-10%	-1%	2	4%	-8%	13%
COC(=O)c1ccc2nc(-c3ccc(OC)c(OC)c3)c(Cc3ccc(OC)cc3C)n2c1	30	.	?	-1%	-9%	-2	-16%	.	0%
Cc1cccc(C(=O)NCCC(=O)N2CCc3ccccc3C2)c1	12	8%	4%	-4%	-1%	-9	-3%	5%	14%

Quoted from the results shown, two compounds:
SMILES	IL1B secr inh	MCF10A rereplic	HT1080 IDH1KD tx	HEK293 tox	HT1080NT lethal	DRD3 agonist	KB-V1 cytotox	SW480 rerep	KB-3-1 cytotox
O=C(Nc1ccccc1C(=O)NCc1cccnc1)c1cccc([N+](=O)[O-])c1	0	?	11%	0%	-15%	-5	-25%	-9%	11%
C/C=C\C=C/C(=O)Nc1cccc(C2=NOC3(C2)C[C@@H](C(N)=O)N(C(=O)/C=C/CC)C3)c1 (stereo not given in full)	11	1%	11%	2%	5%	7	-16%	-59%[inhibitor]	0%

This is a random part of the collection (roughly 11% active in at least one column).
